Shiga toxin inh – A qHTS for Small Molecule Inhibitors of Shiga Toxin; 290,000 tested, 9.2% active; Vero cells, Shiga toxin protein synthesis inhibition reporter; AID 2315, 2010; inhibition, % at 38.7 µM; in the data active = inhibition mostly above about 28%, no sharp cut-off; inactive = mostly below about 43%; also: 0% is about no effect
HCV inh – qHTS Assay for Inhibitors of Hepatitis C Virus (HCV) | Huh7.5.1 HCVcc-Cre infection, luciferase reporter, 44 h | Potency, µM (doses to about 41.8 µM), for the others: top-dose activity change, negative = inhibition, hits mostly inhibitors | 340,000 tested, 3.4% active; also: potency is read from the fitted curve at half-maximal effect; % is scaled to controls: 0 for no effect and ±100 for the full control effect
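1,000 cells/well; 4 h culture; + compound; + HCVcc-Cre (~0.5 moi); 44 h; luciferase substrate, RT 15 min; read 15 sec.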
CHX counter – Cycloheximide Counterscreen for Small Molecule Inhibitors of Shiga Toxin. 300,000 tested, 12% active. cell reporter, cycloheximide protein synthesis inhibition counterscreen. max response, %. AID 2314, 2010; in the data active = max response mostly above about 13%, no sharp cut-off; inactive = mostly below about 14%; also: read at 38.3 µM for the half of the compounds with a filed dose; 0% is about no effect
LmPK inhibitor – qHTS Assay for Inhibitors of Leishmania Mexicana Pyruvate Kinase (LmPK); AID 1721, 2009; 290,000 tested, 0.37% active; Potency, µM (top dose mostly 57.5 µM), inactives show at the highest dose activity change, negative = inhibition, hits mostly inhibitors; Q27686; purified LmPK, Kinase-Glo ATP luminescence, 1 h; also: potency is read from the fitted curve at half-maximal effect; % is scaled to controls: 0 for no effect and ±100 for the full control effect
Target sequence (Q27686 whole entry, looked up): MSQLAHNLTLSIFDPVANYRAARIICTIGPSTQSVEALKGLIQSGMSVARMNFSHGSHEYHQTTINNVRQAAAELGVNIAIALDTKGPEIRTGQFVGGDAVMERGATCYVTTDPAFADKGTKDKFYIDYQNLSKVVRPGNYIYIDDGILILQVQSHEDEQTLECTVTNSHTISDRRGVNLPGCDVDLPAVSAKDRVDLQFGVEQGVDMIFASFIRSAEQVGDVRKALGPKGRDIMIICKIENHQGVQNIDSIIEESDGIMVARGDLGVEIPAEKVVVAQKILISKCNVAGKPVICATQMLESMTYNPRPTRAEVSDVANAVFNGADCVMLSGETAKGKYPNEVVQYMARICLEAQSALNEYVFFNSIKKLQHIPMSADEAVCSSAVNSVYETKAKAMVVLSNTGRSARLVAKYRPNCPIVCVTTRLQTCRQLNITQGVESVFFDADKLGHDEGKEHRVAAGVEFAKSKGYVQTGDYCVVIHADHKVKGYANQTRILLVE
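In 50 mM imidazole pH 7.2 with 7 mM MgCl2, LmPK (0.1 nM) turned over PEP (0.5 mM) and ADP (0.1 mM) for 1 h at room temperature. Luciferase read-out of ATP.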
TbPYK inhibitor – qHTS of Trypanosoma Brucei Inhibitors; pyruvate kinase (Trypanosoma brucei), Q57TT1; TbPYK enzyme, Kinase-Glo Plus ATP luminescence, 45 min; Potency, µM (doses to about 76.8 µM), for inactives: at the top dose activity, negative = inhibition, usual class: inhibitors; 410,000 tested, 0.12% active; also: potency is read from the fitted curve at half-maximal effect; % is scaled to controls: 0 for no effect and ±100 for the full control effect; nearly all actives have a fitted effect of over 50% in size
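TbPYK + substrate in 50 mM TEA pH 7.2, 100 mM KCl, 10 mM MgCl2, 0.05% BSA, 0.01% Tween-20; cpd pinned; ADP 130 uM final; 45 min RT; Kinase-Glo Plus 10 min; luminescence endpoint.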
Pf growth 48h – Primary qHTS for delayed death inhibitors of the malarial parasite plastid, 48 hour incubation; P. falciparum luciferase growth in erythrocytes, 48 h; Potency, µM (series often up to 28.7 µM), for the others: top-dose activity change, negative = inhibition, hits mostly inhibitors; 310,000 tested, 5.9% active; AID 504832, 2011; also: potency is read from the fitted curve at half-maximal effect; % is scaled to controls: 0 for no effect and ±100 for the full control effect
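Firefly luciferase activity from engineered P. falciparum reports growth; inhibitors lower the luminescent signal. Cultures contained 2% hematocrit erythrocytes at 0.1% final parasitemia.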
Pf growth 96h – Primary qHTS for delayed death inhibitors of the malarial parasite plastid, 96 hour incubation; P. falciparum luciferase reporter growth, 96 h; Potency, µM (doses to about 28.7 µM), for the others: at the highest dose activity change, negative = inhibition, actives largely listed as inhibitors; 320,000 tested, 6.9% active; AID 504834, 2011; also: potency is read from the fitted curve at half-maximal effect; % is scaled to controls: 0 for no effect and ±100 for the full control effect
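Luminescence readout: decreased luciferase signal marks inhibited growth of reporter-expressing P. falciparum in infected red cells (2% hematocrit, 0.05% parasitemia final), exposed to compound two generations (96 h, 37 C, 5% CO2).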
* hit, by the source's call; i = inactive; u = inconclusive; x = no result given; & = joins results of further samples; [ ] = another dose, or the depositor's remark. Unless noted, calls follow the shape of the dose curve; as a rule, active = well fitted curve in the direction sought with a large enough effect; inconclusive = small, poorly fitted or top-dose-only effect, or another doubt; inactive = no such curve, though single readings can be large; an effect the other way counts as inactive or inconclusive.

molecule	Shiga toxin inh	HCV inh	CHX counter	LmPK inhibitor	TbPYK inhibitor	Pf growth 48h	Pf growth 96h
CC(=O)Nc1c(-c2ccccc2)c2cc(Br)ccc2[nH]c1=O	-18	2%	1	5%	-2%	0%	u
O=S(=O)(NCCc1nnc2ccc(SCc3cccnc3)nn12)c1ccccc1	-9	6%	11	-2%	1%	8%	18%
Cc1c(Cl)cccc1NC(=O)CCCN1C(=O)c2cccnc2C1=O	-4	4%	-2	8%	1%	10%	5%
N#C/C(=N\Nc1cccc(F)c1)C(=O)C1CC1	14	8%	2	1%	1%	u	u
COC(=O)c1c(NC(=O)CN(c2ccccc2)S(C)(=O)=O)sc2c1CCCC2	33	-6%	-1	1%	-2%	-10%	-16%
CCOC(=O)N1CCC(N2C(=O)c3ccc(C(=O)NCCOC)cc3C2=O)CC1	-13	-2%	-3	-2%	0%	0%	u
O=C(O)CSc1nnc(SCc2cccc3ccccc23)s1	-7	-8%	-5	2%	1%	x	35%[activator]
COc1ccc(/C=N/NC(=O)Cn2cnc3ccccc3c2=O)cc1OC	-2	2%	-3	0%	-2%	13%	-8%
CN1CCN(C(=O)COc2ccc(Oc3ccccc3)cc2)CC1	47	u	6	-1%	4%	2%	-1%
COc1ccc(C(NC=O)c2cc(OC)c(OC)cc2Br)cc1OC (stereo unspecified)	-9	-7%	-9	1%	-2%	-20%	-25%
Cc1ccccc1C(=O)N1CCC(C(=O)NC(C)c2ccc(-n3ccnc3)cc2)CC1 (stereo unspecified)	-2	-26%	-1	-13%	4%	-27%	u
FC(F)(F)c1cc(-c2ccccc2)nc2nc(N3CCOCC3)sc12	-13	u	-7	7%	-19%	-7%	u

Other records.
molecule	Shiga toxin inh	HCV inh	CHX counter	LmPK inhibitor	TbPYK inhibitor	Pf growth 48h	Pf growth 96h
O=C(CCS(=O)(=O)c1ccc(F)cc1)Nc1ccc(N2CCN(Cc3ccccc3)CC2)cc1	x	-23%	x	x	3%	-4%	7%
C=CCn1c(SCc2ccccc2)nc(O)cc1=O	5	25%	4	-2%	-6%	x	-55%
O=C1CC(C(=O)O)S/C(=N\NC(=O)c2ccccc2)N1 (stereo unspecified)	21	7%	6	-3%	-5%	-9%	17%
COc1cccc(NC(=O)c2ccc(-c3ccccc3[N+](=O)[O-])o2)c1	37	u	25	-13%	-15%	-4%	26%
Cc1ccc(C)c(NC(=O)CSc2nnc([C@@H](N)Cc3ccccc3)o2)c1	-14	-1%	-3	-1%	-13%	-17%	u
O=C(Nc1ccc(C2CC2(Cl)Cl)cc1)c1cccc([N+](=O)[O-])c1 (stereo unspecified)	76*	u	40*	0%	-1%	0%	-96%
O=C(CN1C(=O)COc2ccccc21)N(Cc1ccc2c(c1)OCO2)CC1CCCO1 (stereo unspecified)	-18	u	-1	14%	-4%	u	-25%
CC(=O)c1cccc(S(=O)(=O)Nc2cccc(S(=O)(=O)NC3=NCCC3)c2)c1	-6	7%	-2	-2%	-7%	8%	24%
CC1(C)Cc2nc3sc4c(SCC(=O)NC(c5ccccc5)c5ccccc5)ncnc4c3cc2CO1	-14	u	10	11%	0%	u	u
NNC(=O)c1nc[nH]c1C(=O)Nc1ccccn1	1	16%	-2	0%	0%	13%	u
Cc1ccc(NC(=O)C2=CC(c3ccc(C)cc3)=NS(=O)(=O)N2C)cc1	4	u	5	1%	2%	28%	11%
COC(=O)Oc1nsnc1N1CCOCC1	-2	9%	-2	-3%	-39%	20%	u

The list continues:
molecule	Shiga toxin inh	HCV inh	CHX counter	LmPK inhibitor	TbPYK inhibitor	Pf growth 48h	Pf growth 96h
CCc1cccc(OCCCCNCCOC)c1	9	-10%	-7	0%	9%	-9%	u
Cn1c(=O)c2c(ncn2CC(=O)Nc2nc3ccc(F)cc3s2)n(C)c1=O	31	-23%	13*	4%	5%	20%	x
S=c1[nH]nc(-c2cc(-c3ccccc3)n[nH]2)n1/N=C/c1c2ccccc2cc2ccccc12	-5	u	-3	0%	u	0%	-10%
COc1ccc(C(=O)NC2CCCc3c2cnn3-c2ccc(C)c(C)c2)c(OC)c1OC (stereo unspecified)	8	u	-1	5%	3%	-5%	u
Cn1c(=O)c(-c2cc(=O)[nH][nH]2)c(O)c2ccccc21	-7	24%	-4	-1%	-1%	15%	35%[1.15 µM]
COc1ccc(CCNS(=O)(=O)c2cccc(F)c2)cc1OC	-18	-15%	-2	0%	5%	10%	x
O=S(=O)(c1cccc2ccccc12)N1CCSC1	-28	5%	-3	5%	-14%	-26%	u
COc1ccccc1N1CCN(Cc2ccc(Cl)cc2Cl)CC1	-8	1%	-2	12%	30%	x	-17%
CCOc1ccccc1N1CCN(C(=S)NC(=O)C23CC4CC(CC(C4)C2)C3)CC1	-13	30%[activator]	-2	-1%	1%	8.3µM*	u
Cc1nc(NC(=O)c2cc3c(C)nn(-c4ccccc4)c3s2)sc1C(=O)Nc1ccccc1	22	6%	-3	3%	3%	x	u
CCc1ccc(CNCc2cccs2)cc1	55*	11%	29*	-5%	1%	31%[activator]	22%
CN(Cc1ccccc1)C(=O)c1cccc(N2C(=O)NC3CC2(C)Oc2ccccc23)c1 (stereo unspecified)	-22	-5%	-5	3%	1%	u	u

Quoted from the results shown for reference:
molecule	Shiga toxin inh	HCV inh	CHX counter	LmPK inhibitor	TbPYK inhibitor	Pf growth 48h	Pf growth 96h
CC(=O)c1cccc(S(=O)(=O)Nc2cccc(S(=O)(=O)NC3=NCCC3)c2)c1	-6	7%	-2	-2%	-7%	8%	24%
CC1(C)Cc2nc3sc4c(SCC(=O)NC(c5ccccc5)c5ccccc5)ncnc4c3cc2CO1	-14	u	10	11%	0%	u	u
NNC(=O)c1nc[nH]c1C(=O)Nc1ccccn1	1	16%	-2	0%	0%	13%	u
Cc1ccc(NC(=O)C2=CC(c3ccc(C)cc3)=NS(=O)(=O)N2C)cc1	4	u	5	1%	2%	28%	11%
COC(=O)Oc1nsnc1N1CCOCC1	-2	9%	-2	-3%	-39%	20%	u
CCc1cccc(OCCCCNCCOC)c1	9	-10%	-7	0%	9%	-9%	u
Cn1c(=O)c2c(ncn2CC(=O)Nc2nc3ccc(F)cc3s2)n(C)c1=O	31	-23%	13*	4%	5%	20%	x
S=c1[nH]nc(-c2cc(-c3ccccc3)n[nH]2)n1/N=C/c1c2ccccc2cc2ccccc12	-5	u	-3	0%	u	0%	-10%
COc1ccc(C(=O)NC2CCCc3c2cnn3-c2ccc(C)c(C)c2)c(OC)c1OC (stereo unspecified)	8	u	-1	5%	3%	-5%	u
Cn1c(=O)c(-c2cc(=O)[nH][nH]2)c(O)c2ccccc21	-7	24%	-4	-1%	-1%	15%	35%[1.15 µM]
COc1ccc(CCNS(=O)(=O)c2cccc(F)c2)cc1OC	-18	-15%	-2	0%	5%	10%	x
O=S(=O)(c1cccc2ccccc12)N1CCSC1	-28	5%	-3	5%	-14%	-26%	u
COc1ccccc1N1CCN(Cc2ccc(Cl)cc2Cl)CC1	-8	1%	-2	12%	30%	x	-17%
CCOc1ccccc1N1CCN(C(=S)NC(=O)C23CC4CC(CC(C4)C2)C3)CC1	-13	30%[activator]	-2	-1%	1%	8.3µM*	u
Cc1nc(NC(=O)c2cc3c(C)nn(-c4ccccc4)c3s2)sc1C(=O)Nc1ccccc1	22	6%	-3	3%	3%	x	u
CCc1ccc(CNCc2cccs2)cc1	55*	11%	29*	-5%	1%	31%[activator]	22%
CN(Cc1ccccc1)C(=O)c1cccc(N2C(=O)NC3CC2(C)Oc2ccccc23)c1 (stereo unspecified)	-22	-5%	-5	3%	1%	u	u

The list goes on.
molecule	Shiga toxin inh	HCV inh	CHX counter	LmPK inhibitor	TbPYK inhibitor	Pf growth 48h	Pf growth 96h
Fc1ccc(-c2cnn3c(-c4ccncc4)ccnc23)cc1	73*	11%	22*	-16%	-4%	145%[activator]	i
Cc1ccc(NC(=S)N2CCC(NC(=O)c3ccccc3)CC2)cc1	11	-10%	-1	1%	-4%	8%	0%
O=S(=O)(c1ccc(-n2cnnn2)cc1)N1CCN(c2ccccc2F)CC1	-11	23%	8	-9%	-3%&-1%	39%[activator]	0%
O=C(C1CC=CCC1)N1CCN(C(=O)C2CC=CCC2)CC1 (stereo unspecified)	-8	7%	-3	1%	-4%	1%	9%
Cc1ccc(C)c(N2CCN(C(=O)CN3C(=O)c4ccccc4C3=O)CC2)c1	-19	19%	1	-4%	4%	1%	1%
COC(=O)c1ccc2[nH]c(C)c(CN3CCCC3)c(=O)c2c1	51	12%	1	3%	4%	-5%	32%[activator]
COc1ccccc1N1CCN(C(=S)Nc2ccc(F)cc2)CC1	45*	-13%	34*	-2%	2%	2%	u
COc1ccc2nc(NC(=O)CSc3nnc(C)s3)sc2c1	30	-11%	12*	-2%	0%	57%[activator]	22%
CCN1CCCc2cc(CN(CCN3CCOCC3)C(=S)Nc3cccc(Cl)c3)ccc21	22	u	15	-5%	-16%	u	-2%
COCCCNCC(=O)Nc1ccc(OC(F)(F)F)cc1	-5	0%	-2	-5%	11%	4%	u
CC1CCN(S(=O)(=O)CCNC(=O)c2ccccc2)CC1	x	7%	x	x	4%	u	10%
CC(C)CN1C(=O)c2ccc(C(=O)Nc3nccs3)cc2C1=O	26	18%	13	-3%	3%	10%	u

Other records follow.
molecule	Shiga toxin inh	HCV inh	CHX counter	LmPK inhibitor	TbPYK inhibitor	Pf growth 48h	Pf growth 96h
CN(C)CCCOC(=O)COc1ccc(Br)cc1	-10	6%	-1	0%	2%	u	36%[activator]
CCC(=O)Nc1ccc(/C(C)=N\NC(=O)c2ccc(C)s2)cc1	21	2%	15*	0%	-2%	u	u
CC(=O)Nc1ccc(/C=N/NC(=O)c2cccs2)cc1	97*	10%	58*	-4%	2%	476%[activator]	u
COc1ccc(OC)c2sc(N3CCN(C(=O)c4ccc([N+](=O)[O-])s4)CC3)nc12	x	u	x	x	5%	u	-91%
O=C(Nc1nc(-c2cccc([N+](=O)[O-])c2)cs1)c1cccc([N+](=O)[O-])c1C(=O)O	24	-1%	2	4%	-3%	10%	12%
O=S(=O)(c1cccs1)N1CCC(CO)(Cc2cccc(F)c2)CC1	20	-25%	0	6%	0%	u	u
COc1cc(C=O)ccc1OCCOCCOc1c(C)cc(Cl)cc1Cl	-19	12%	-4	3%	-1%	u	u
COc1ccc(-c2nnc(SCC(=O)N3CCC(Cc4ccccc4)CC3)o2)cc1OC	0	-12%	-2	3%	-14%	u	21%
CCOc1cccc2cc(C(=O)N3CC(C)OC(C)C3)c(=O)oc12 (stereo unspecified)	-10	14%	-2	-2%	6%	5%	6.6µM*

From PubChem BioAssay
